ATXN2 expr inh = Primary qHTS for Inhibitors of ATXN expression; HEK-293 ATXN2-luciferase reporter, luminescence, 24 h; Potency, µM (titrated, usually from 57 µM), for the others: top-dose activity change, negative = inhibition, actives largely listed as inhibitors; actives 0.72% (n = 360,000); also: potency is read from the fitted curve at half-maximal effect; % is scaled to controls: 0 for no effect and ±100 for the full control effect; nearly all actives have a fitted effect of over 55% in size
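qHTS (up to 57 uM final) was run with 24 h compound exposure of reporter cells at 37 °C. Each well was multiplexed: SteadyGlo luminescence measured ATXN2-luciferase expression after a fluorogenic Gly-Phe-AFC viability readout (25 uM final).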
HT1080NT lethal = qHTS for induction of synthetic lethality in tumor cells producing 2HG: qHTS for the HT-1080-NT fibrosarcoma cell line | HT-1080-NT fibrosarcoma viability, CellTiter-Glo ATP luminescence, 48 h | Potency, µM (series often up to 46.1 µM), inactives show at the top dose activity, negative = less viability, most hits filed as cytotoxic | actives 1.6% (n = 360,000) | AID 686970, 2013;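 also: NT is the 2HG producing partner of a matched IDH1 knockdown line; potency is read from the fitted curve at half-maximal effect; 0% = DMSO-treated cells and -100% = media-only wells without cells; nearly all actives have a fitted effect of over 55% in size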
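Luminescent CellTiter-Glo readout after 48 hours of compound exposure at 37 degrees C defined viability of HT-1080-NT cells. Activity was normalized to DMSO wells and cell-free media wells; concentration-response curves were fitted and assigned curve classes.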
KB-V1 MDR tox = qHTS assay for MDR1-selective chemotherapeutics: Primary screen using the drug-selected MDR subline cells KB-V1. KB-V1 MDR cells viability, CellTiter-Glo, 72 h. Potency, µM (highest dose often 46.1 µM), for inactives: top-dose activity change, negative = cytotoxicity, hits mostly cytotoxic. actives 3.4% (n = 400,000). AID 1347076, 2019; also: potency is read from the fitted curve at half-maximal effect; % is scaled to controls: 0 for no effect and ±100 for the full control effect; nearly all actives have a fitted effect of over 60% in size
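Cytotoxicity via CellTiter-Glo luminescence after 72 h compound exposure at 37 degrees C. Cells: drug-selected KB-V1 line, DMEM phenol-red free plus 10% FBS. Compounds tested at multiple concentrations; normalized data fitted to concentration-effect curves.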
WRN inhibitor = qHTS for Inhibitors of WRN Helicase; Bifunctional 3'-5' exonuclease/ATP-dependent helicase WRN (Homo sapiens), Q14191; Potency, µM (doses to about 114 µM), without a hit: top-dose activity change, negative = inhibition, usual class: inhibitors; WRN helicase unwinding, fluorescent forked duplex, kinetic; actives 0.46% (n = 360,000); also: potency is read from the fitted curve at half-maximal effect; % is scaled to controls: 0 for no effect and ±100 for the full control effect; nearly all actives have a fitted effect of over 55% in size
Target sequence (Q14191 whole entry, looked up): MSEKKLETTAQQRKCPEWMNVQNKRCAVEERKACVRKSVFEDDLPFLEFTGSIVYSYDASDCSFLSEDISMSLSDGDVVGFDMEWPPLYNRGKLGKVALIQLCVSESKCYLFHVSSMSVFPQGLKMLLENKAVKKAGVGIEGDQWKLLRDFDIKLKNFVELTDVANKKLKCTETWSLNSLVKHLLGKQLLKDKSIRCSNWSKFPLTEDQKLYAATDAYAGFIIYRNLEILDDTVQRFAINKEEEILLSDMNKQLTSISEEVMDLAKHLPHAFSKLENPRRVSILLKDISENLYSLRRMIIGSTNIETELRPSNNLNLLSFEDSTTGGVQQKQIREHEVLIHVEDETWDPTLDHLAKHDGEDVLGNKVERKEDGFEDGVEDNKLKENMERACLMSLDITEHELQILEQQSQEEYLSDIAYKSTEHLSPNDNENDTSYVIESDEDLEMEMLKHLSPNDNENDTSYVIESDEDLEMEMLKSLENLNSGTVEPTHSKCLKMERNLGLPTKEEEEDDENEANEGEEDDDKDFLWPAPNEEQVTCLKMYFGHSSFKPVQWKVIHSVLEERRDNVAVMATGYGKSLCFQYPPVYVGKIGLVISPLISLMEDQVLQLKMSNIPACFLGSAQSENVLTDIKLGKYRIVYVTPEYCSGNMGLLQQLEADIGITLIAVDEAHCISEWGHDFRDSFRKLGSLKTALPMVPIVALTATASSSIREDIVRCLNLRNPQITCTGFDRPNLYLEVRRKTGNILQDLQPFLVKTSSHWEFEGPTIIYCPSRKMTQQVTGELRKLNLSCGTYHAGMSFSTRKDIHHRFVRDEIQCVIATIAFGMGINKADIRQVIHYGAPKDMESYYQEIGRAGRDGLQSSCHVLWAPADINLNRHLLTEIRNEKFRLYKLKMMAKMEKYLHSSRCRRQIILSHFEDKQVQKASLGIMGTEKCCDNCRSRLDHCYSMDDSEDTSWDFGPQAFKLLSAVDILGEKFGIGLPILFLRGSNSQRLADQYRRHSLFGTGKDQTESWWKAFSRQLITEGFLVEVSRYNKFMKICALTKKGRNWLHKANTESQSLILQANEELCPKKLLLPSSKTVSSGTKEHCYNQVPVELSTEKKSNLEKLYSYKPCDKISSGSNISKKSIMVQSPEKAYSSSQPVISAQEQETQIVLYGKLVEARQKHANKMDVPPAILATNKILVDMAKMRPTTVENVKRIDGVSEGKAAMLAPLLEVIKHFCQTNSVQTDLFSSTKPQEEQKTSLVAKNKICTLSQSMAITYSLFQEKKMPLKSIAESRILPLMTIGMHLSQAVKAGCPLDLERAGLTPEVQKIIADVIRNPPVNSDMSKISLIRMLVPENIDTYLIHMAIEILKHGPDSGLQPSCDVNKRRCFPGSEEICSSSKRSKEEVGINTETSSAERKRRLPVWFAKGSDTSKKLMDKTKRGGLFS
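WRN at 20 nM final was preincubated with compound for 15 min at room temperature; reaction started with 100 nM forked duplex oligonucleotide carrying fluorophore and quencher plus 2 mM ATP (final). Unwinding followed kinetically by red fluorescence (ex 525/em 598 nm).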
MCF10A rerep = A quantitative high throughput screen for small molecules that induce DNA re-replication in MCF 10a normal breast cells; MCF 10A DNA re-replication, Hoechst nuclear intensity, 48 h; Potency, µM (titrated, usually from 46.1 µM), inactives show at the highest dose activity, positive = re-replication, hits mostly activators; actives 2.9% (n = 350,000); also: potency is read from the fitted curve at half-maximal effect; % of control where 0% means no effect; nearly all actives have a fitted effect of over 50% in size
KB-3-1 tox = qHTS assay for MDR1-selective chemotherapeutics: Primary screen using the parental adenocarcinoma cell KB-3-1. actives 1.4% (n = 400,000). Potency, µM (top dose mostly 46.1 µM), for inactives: at the top dose activity change, negative = cytotoxic, most hits filed as cytotoxic. KB-3-1 viability, CellTiter-Glo ATP luminescence, 72 h; also: potency is read from the fitted curve at half-maximal effect; % is scaled to controls: 0 for no effect and ±100 for the full control effect; nearly all actives have a fitted effect of over 60% in size
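KB-3-1 cells, DMEM (no phenol red) + 10% FBS; compound by pin transfer, 72 h, 37 °C. Readout: CellTiter-Glo luminescence after 10 min. Data normalized, curve-fitted.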
SW480 rerep = A quantitative high throughput screen for small molecules that induce DNA re-replication in SW480 colon adenocarcinoma cells. SW480 DNA re-replication, Hoechst DNA content imaging, 48 h. Potency, µM (series often up to 46.1 µM), inactives show top-dose re-replication activation, most hits filed as activators. actives 1.8% (n = 340,000). AID 624297, 2012; also: potency is read from the fitted curve at half-maximal effect; % of control where 0% means no effect; nearly all actives have a fitted effect of over 55% in size
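Image-based read-out: total Hoechst fluorescence of nuclei (405 nm excitation, 500-530 nm emission), with hits raising the fraction of high-intensity nuclei. SW480 colon cells incubated 48 hr with compounds at 37 C.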
HT1080 IDH1KD tx = qHTS for induction of synthetic lethality in tumor cells producing 2HG: qHTS for the HT-1080-IDH1KD cell line; HT-1080 IDH1 knockdown viability, ATP luminescence, 48 h; Potency, µM (top dose mostly 46.1 µM), for the others: top-dose activity, negative = toxicity, actives largely listed as cytotoxic; actives 2% (n = 360,000); AID 686971, 2013;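 also: potency is read from the fitted curve at half-maximal effect; 0% = DMSO wells and -100% = cell-free medium wells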
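Luminescent ATP read-out (CellTiter-Glo, 10 min at room temperature) after 48 h compound exposure at 37 °C gave viability of IDH1-knockdown HT-1080 cells. Activity was normalised to DMSO and cell-free wells, then fitted as concentration-response curves.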
IL-1B inflam inh = qHTS for Inhibitors of Inflammasome Signaling: IL-1-beta AlphaLISA Primary Screen; activity change, % at 57.5 µM; THP-1 LPS/ATP IL-1B secretion, AlphaLISA, 16 h; hits give low values; actives 4.7% (n = 360,000); AID 743279, 2014; in the data active = activity change below about -50%; inconclusive = mostly about -30% to -49%; also: % is scaled to controls: 0 for no effect and ±100 for the full control effect
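Secreted IL-1B measured by AlphaLISA bead assay after 16 h compound exposure of THP-1 cells; compounds (final up to 57.5 uM) added 1 h before LPS (250 ng/mL) and ATP (1.25 mM) stimulation; lower signal means less secretion.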
Numbers without * were called inactive; ? = inconclusive; / = no result given; [ ] = another dose, or the depositor's remark. Unless noted, calls follow the shape of the dose curve; as a rule, active = well fitted curve in the direction sought with a large enough effect; inconclusive = small, poorly fitted or top-dose-only effect, or another doubt; inactive = no such curve, though single readings can be large; an effect the other way counts as inactive or inconclusive.

Every second line gives: ATXN2 expr inh | HT1080NT lethal | KB-V1 MDR tox | WRN inhibitor | MCF10A rerep | KB-3-1 tox | SW480 rerep | HT1080 IDH1KD tx | IL-1B inflam inh
(1) CC(=O)Nc1c(Cl)cc2c(c1Cl)Cc1cc(N)ccc1-2
    -7.4% | 0.2% | ? | 4.6% | 22.4% | -29.9% | -6.4% | -5.4% | -16.2
(2) O=S1(=O)CC(N2CCCC2)CN1Cc1cn(Cc2ccc(F)cc2)nn1 (stereo not drawn)
    0.1% | 15.6% | 25.1% | 7.5% | / | 5.3% | / | 9.3% | 4.6
(3) COc1ccc(OCC(O)Cn2c(Br)nc3c2c(=O)[nH]c(=O)n3C)cc1 (stereo not drawn)
    -9.6% | ? | -29.4% | -8.3% | 8.2% | ? | ? | ? | 17.2
(4) Cc1nnc(SCC(=O)OC2CC(C)CCC2C(C)C)[nH]c1=O (stereo not drawn)
    -22.1% | -7.1% | 0.3% | 2.5% | 5.0% | -11.2% | 3.5% | -3.4% | -19.9
(5) Cc1ccccc1Cn1cc(NC(=O)CCCn2nc([N+](=O)[O-])cc2C)cn1
    -19.5% | 8.2% | 5.4% | 6.3% | -0.2% | 3.1% | -5.2% | 10.5% | 7.7
(6) CC(C)N(C(=O)CN1C(=O)C(=O)c2ccccc21)c1ccccc1
    -1.9% | ? | 25.8% | -5.3% | -11.9% | 0.3% | ? | 4.9% | 7.5
(7) CSc1nc2nc(-c3ccccc3)cc(=O)n2[nH]1
    1.5% | -10.9% | 0.0% | -13.4% | 27.4% | 0.0% | 2.2%[9.22 µM] | -14.1% | 3.7
(8) O=C(Nc1cccc(Cn2cccn2)c1)c1cc2c(s1)CCCC2
    0.0% | -5.3% | ? | -13.0% | -1.1% | 1.4% | ? | ? | -26.5
(9) O=C1C=C(c2ccccc2C(F)(F)F)C[C@@H](c2ccc3c(c2)OCO3)C1
    -14.2% | ? | 0.0% | -7.0% | ? | -10.2% | 12.1% | -29.9% | -12.8
(10) Cc1cc(=O)n2nc(N3CCC(C(=O)NCC(C)c4ccccc4)CC3)sc2n1 (stereo not drawn)
    3.1% | -25.6% | ? | 2.7% | -1.0% | 22.0% | 16.4% | -11.4% | 25.9
(11) O=C(O)c1ccccc1P(=O)(c1ccccc1)c1ccccc1
    17.3% | 12.8% | 5.7% | 0.3% | -1.6% | -19.9% | 1.0% | 1.0% | 4.2
(12) Cc1ccc(C)c(Nc2ncccc2C(=O)NCc2cccs2)c1
    -4.3% | -19.1% | ? | -10.5% | 9.3% | -5.3% | 3.6% | -28.9% | -6.6
(13) Cc1ccc2nc3c(cc2c1)c(NC(=O)C(C)(C)C)nn3CC(C)C
    -0.4% | -4.8% | 11.0% | 1.8% | 2.91µM* | -1.1% | ? | 0.6% | 28.0
(14) N/C(=N\OC(=O)c1cccs1)c1cccc(Br)c1
    43.4%[activator] | 0.0% | 10.4% | 0.8% | 0.4% | 2.0% | -2.0% | 16.7% | 35.3
(15) CS(=O)(=O)c1ccc(NC(=O)c2cccc(S(=O)(=O)N3CCN(Cc4ccccc4)CC3)c2)cc1
    -0.8% | -2.7% | ? | -12.5% | ? | ? | 0.2% | -2.4% | -12.8
(16) COc1cccc(C(=O)NC2CCSC2=O)c1 (stereo not drawn)
    1.1% | 5.8% | 8.7% | 13.1% | 0.0% | 7.3% | -9.1% | 5.7% | 11.6
(17) O=C(CCC(F)(F)F)N1CCCC(N2CCN(c3cccc(Cl)c3)CC2)C1 (stereo not drawn)
    6.2% | -2.2% | 4.7% | -3.3% | 3.3% | 0.5% | -2.5% | -0.7% | -8.1
(18) CC1=CC(C)(C)Nc2ccc(OC(=O)CN3C(=O)c4ccccc4C3=O)cc21
    28.2µM* | ? | -6.0% | -10.5%[57.1 µM] | 5.8µM* | ? | 18.4µM* | ? | -99.9*
(19) CC(=O)Oc1ccc(C2=NN(c3ccccc3)C(c3ccccc3)C2)cc1 (stereo not drawn)
    / | 16.4µM* | ? | -10.7% | 5.8µM* | ? | 18.4µM* | ? | 14.7
(20) Cc1ccccc1C1NC(=S)NC2=C1C(=O)CC(C)(C)C2 (stereo not drawn)
    -19.4% | 11.5% | 8.2% | -6.4% | 5.6% | -0.1% | -3.7% | 20.5% | 6.6
(21) CC(C)(C)C(=O)Nc1cc(C(F)(F)F)ccc1-n1ccnc1
    1.7% | -7.3% | ? | 1.2% | -0.1% | 0.0% | -13.5% | -5.0% | -14.8
(22) O=C(CCc1nc2ccccc2[nH]c1=O)N/N=C/c1ccccc1
    -15.8% | 10.3% | 0.1% | 1.1%[57.1 µM] | 0.3% | 7.1% | -0.4% | 10.3% | -3.2
(23) O=C(Nc1cccc(-n2cnnn2)c1)c1ccc(Cl)cc1Cl
    -13.7% | -14.3% | -2.6% | 2.2% | -0.2% | 4.2% | -3.5% | -6.1% | ?
(24) COc1cccc(C2Cc3ccccc3C(=O)O2)c1 (stereo not drawn)
    7.7% | 20.9% | ? | -24.5%[57.1 µM] | 1.4% | ? | ? | 6.6% | -3.5
(25) CC1CN(C(=O)CCc2ccccc2)C(C)CN1C(=O)CCc1ccccc1 (stereo not drawn)
    -8.6% | 2.8% | -8.8% | -3.7% | 0.7% | 2.5% | -4.1% | -4.8% | -2.6
(26) O=C(CN1CCN(c2ccccn2)CC1)Nc1cccc(Br)c1
    19.2% | -0.2% | 4.9% | 7.4% | 3.4% | 3.0% | 8.3% | -1.3% | -29.0
(27) CSc1ncccc1C(=O)N(C)CC(=O)Nc1ccc(Cl)c(C(F)(F)F)c1
    -3.8% | -0.5% | ? | -11.0% | 13.1% | 5.4% | -5.2% | 0.0% | -2.1
(28) O=C1CN(C(=O)c2cc(F)cc(F)c2)c2ccccc2N1
    5.9% | -11.6% | -27.6% | 2.9% | ? | ? | 17.0% | -10.8% | 24.8
(29) CC1CN(C(=O)COC(=O)c2ccc3ccccc3c2)CC(C)O1 (stereo not drawn)
    / | 1.8% | -5.6% | -2.5% | / | 12.7% | / | 2.2% | 5.6
(30) O=S(=O)(c1ccccc1Br)N(CC(O)COCc1ccccc1)C1CC1 (stereo not drawn)
    4.0% | -2.8% | 0.0% | -3.4% | 14.6% | 12.0% | -19.3% | 4.2% | -1.1
(31) CS(=O)(=O)Nc1ccc(C(=O)NCCSc2ccc(Cl)cc2)cc1
    -36.5% | -2.8% | 0.0% | -2.9% | -0.5% | 4.1% | -8.8% | -13.9% | 0.0
(32) O=C(/C=C/c1ccc(F)cc1)Nc1ccc(S(=O)(=O)N2CCOCC2)cc1
    4.6% | 11.9% | -24.0% | -11.1% | 2.4% | -6.3% | -4.0% | -0.8% | -13.5
(33) CCOC(=O)C1=CC[C@@H](c2ccc([N+](=O)[O-])cc2)N(S(=O)(=O)c2ccc(C)cc2)[C@H]1c1ccccc1
    13.2% | 13.0% | 10.0% | -2.7% | / | 0.0% | / | 11.9% | 41.2
(34) Fc1ccc(NC(=S)N2CCCC2)cc1
    -5.7% | -5.8% | -0.7% | 0.2% | -0.8% | -0.5% | 0.8% | 1.6% | -9.5
(35) Cc1cccc(CSCc2ccc(C(=O)NC3CCCC3)o2)c1
    5.8% | 9.1% | ? | -4.3% | -2.0% | 4.1% | -5.7% | 9.4% | 23.0
(36) CCOC(=O)c1ccccc1NC(=O)Cn1cnc2c(cnn2-c2ccccc2)c1=O
    -1.0% | 11.6% | -22.5% | 1.3% | -11.8% | 15.0% | -2.4% | 8.9% | -5.6
(37) Cc1cccc(C(=O)Nc2nnc(C3=COCCO3)o2)c1
    -0.5% | -14.0% | -24.8% | -3.7% | -3.1% | -2.1% | -7.6% | -14.2% | 14.8
(38) C=CCOc1nc2c(c(=O)n(C)c(=O)n2C)n1Cc1ccccc1Cl
    -26.6% | 5.5%[9.24 µM] | 7.31µM* | -2.3% | ? | ? | -3.0% | ? | 3.1
(39) CCn1nc(C)c(/C=N\NC(=O)c2ccc3c(c2)OCO3)c1C
    7.6% | -7.3% | -2.0% | 8.3% | 11.1% | -5.1% | -3.7% | -0.5% | 10.7
(40) O=C(Nc1ccccc1N1CCN(C(=O)c2ccccc2)CC1)c1cc2ccccc2o1
    -12.4% | 8.0% | 9.6% | -6.0% | -0.2% | 3.2% | -1.0% | 4.5% | 16.7
(41) COC(=O)c1cc2occc2n1CC(=O)Nc1ccc(C)cc1C
    2.7% | 4.5% | -0.3% | 2.4% | -7.9% | 15.5% | 6.5% | 11.4% | 19.2
(42) Cc1ccc(SCC(=O)NC2CCCCCC2)cc1
    39.2%[activator] | 2.8% | -15.4% | -2.4% | ? | -5.2% | 0.9% | 5.3% | 0.6
(43) Cc1cccc(C(=O)OC(C)C(=O)N2CCN(Cc3ccccc3)CC2)c1 (stereo not drawn)
    -0.5% | 7.6% | -19.6% | 1.0% | 9.5% | 0.7% | -18.6% | 13.8% | -12.1
(44) CN(CC(=O)Nc1ccc(Cl)c(C(F)(F)F)c1)C(=O)c1cnccn1
    -11.8% | -6.1% | -1.5% | -28.5% | -0.6% | -0.3% | -1.5% | -5.1% | -24.3
(45) Cc1ccc(S(=O)(=O)N2CCN(C(=O)c3c(-c4ccccc4)noc3C)CC2)cc1C
    -2.1% | 0.4% | ? | -8.9% | 0.7% | -1.7% | -18.1% | -3.0% | 33.0

Compound activity (PubChem BioAssay)
